Screening results (PubChem BioAssay)
POLK inh – qHTS for Inhibitors of Polymerase Kappa; DNA polymerase kappa (Homo sapiens), Q9UBT6; purified Pol kappa, fluorescent DNA synthesis assay, 10 min; Potency, µM (titrated, usually from 107 µM), inactives show top-dose activity, negative = inhibition, usual class: inhibitors; hit rate 0.53% among 400,000; AID 588579, 2011; note: % is set by controls: 0 for no effect and ±100 for the full control effect
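First, compounds were pin-transferred onto 10 nM Pol kappa. After 15 min at room temperature, substrate was added to 50 nM final. Fluorescence was then measured kinetically at 0 and 10 min.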
Pol eta inh – qHTS for Inhibitors of Polymerase Eta; Potency, µM (series often up to 114 µM), for the others: top-dose activity change, negative = inhibition, usual class: inhibitors; hit rate 1.2% among 390,000; recombinant Pol eta, fluorescent DNA replication assay; note: % is set by controls: 0 for no effect and ±100 for the full control effect
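Fluorescent replication assay: 50 nM final substrate added after a 15 min room-temperature compound preincubation with 10 nM enzyme. Signal taken at 0 min and again at 10 min.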
Pol beta inh – qHTS Assay for Inhibitors of DNA Polymerase Beta; P06746; Pol beta primer extension/strand displacement, fluorescence kinetic; Potency, µM (series often up to 114 µM), for inactives: at the top dose activity change, negative = inhibition, most hits filed as inhibitors; hit rate 1.3% among 340,000; note: % is set by controls: 0 for no effect and ±100 for the full control effect
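10 nM enzyme + cpd, 15 min RT; start with substrate 50 nM final; read 0 min and after 10 min RT. Corrected, normalized data; 4-parameter Hill curve fit.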
G9a block – qHTS Assay for Inhibitors of Histone Lysine Methyltransferase G9a; Histone-lysine N-methyltransferase EHMT2 (Homo sapiens), Q96KQ7; G9a H3K9 monomethylation, AlphaScreen, 2 h; Potency, µM (doses to about 102 µM), for the others: at the highest dose activity, negative = inhibition, hits mostly inhibitors; hit rate 8.8% among 350,000; note: % is set by controls: 0 for no effect and ±100 for the full control effect; nearly all actives have a fitted effect of over 75% in size
Target sequence (Q96KQ7 913-1193 limits assumed): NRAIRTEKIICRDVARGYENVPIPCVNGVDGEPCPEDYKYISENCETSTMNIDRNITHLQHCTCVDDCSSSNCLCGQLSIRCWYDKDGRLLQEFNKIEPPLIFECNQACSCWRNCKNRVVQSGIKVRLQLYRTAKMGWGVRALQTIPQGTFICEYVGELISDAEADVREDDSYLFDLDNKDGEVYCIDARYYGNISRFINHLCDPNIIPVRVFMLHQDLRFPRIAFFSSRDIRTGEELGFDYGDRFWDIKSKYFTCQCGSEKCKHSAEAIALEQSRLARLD
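Compounds were preincubated with 20 nM G9a for 15 min, after which biotinylated H3K9 peptide (500 nM) and SAM (20 uM) started a 2 h room-temperature reaction. Monomethylated product was quantified by antibody-based AlphaScreen chemiluminescence.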
BAZ2B inh – qHTS Assay for Inhibitors of BAZ2B. hit rate 4.4% among 360,000. Potency, µM (titrated, usually from 114 µM), for inactives: at the highest dose activity change, negative = inhibition, usual class: inhibitors. AlphaScreen BAZ2B-H3K14Ac peptide displacement. Bromodomain adjacent to zinc finger domain protein 2B (Homo sapiens), Q9UIF8. AID 504333, 2011; note: % is set by controls: 0 for no effect and ±100 for the full control effect; nearly all actives have a fitted effect of over 60% in size
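AlphaScreen displacement: compounds (up to 110uM) incubated 30 min at room temperature with a preformed 50 nM BAZ2B/50 nM biotinylated H3K14Ac peptide complex in PBS pH 7.4 with Tween-20. Donor and acceptor beads at 10 ug/mL final added, 20 min light-protected before reading.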
Anesthetic bind – qHTS Assay for Identification of Novel General Anesthetics; hit rate 0.074% among 350,000; apoferritin/1-aminoanthracene competitive binding, fluorescence; Potency, µM (series often up to 77.5 µM), without a hit: at the highest dose activity change, negative = displacement, hits mostly inhibitors; AID 485281, 2010; Ferritin light chain (Equus caballus), P02791; note: % is set by controls: 0 for no effect and ±100 for the full control effect; nearly all actives have a fitted effect of over 20% in size
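10 uM apoferritin + 50% sat. 1-AMA, PBS; cpd 10 min RT; Ex380/Em535 endpoint; normalized to free probe vs complex; 4-param Hill fit; propofol titration as pos. ctrl.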
BLM inh – qHTS Assay for Inhibitors of Bloom's syndrome helicase (BLM); recombinant BLM DNA unwinding, fluorescence dequenching; Potency, µM (titrated, usually from 56.1 µM), inactives show top-dose activity change, negative = inhibition, most hits filed as inhibitors; hit rate 0.2% among 350,000;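 note: plate controls were vehicle for no effect and no enzyme for full effect; nearly all actives have a fitted effect of over 35% in size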
Pol iota inh – qHTS for Inhibitors of Polymerase Iota. Pol iota fluorescent replication assay, 10 min. AID 588590, 2011. hit rate 1% among 390,000. Potency, µM (top dose mostly 115 µM), for inactives: top-dose activity, negative = inhibition, most hits filed as inhibitors
Target sequence (Q9UNA4 whole entry, looked up): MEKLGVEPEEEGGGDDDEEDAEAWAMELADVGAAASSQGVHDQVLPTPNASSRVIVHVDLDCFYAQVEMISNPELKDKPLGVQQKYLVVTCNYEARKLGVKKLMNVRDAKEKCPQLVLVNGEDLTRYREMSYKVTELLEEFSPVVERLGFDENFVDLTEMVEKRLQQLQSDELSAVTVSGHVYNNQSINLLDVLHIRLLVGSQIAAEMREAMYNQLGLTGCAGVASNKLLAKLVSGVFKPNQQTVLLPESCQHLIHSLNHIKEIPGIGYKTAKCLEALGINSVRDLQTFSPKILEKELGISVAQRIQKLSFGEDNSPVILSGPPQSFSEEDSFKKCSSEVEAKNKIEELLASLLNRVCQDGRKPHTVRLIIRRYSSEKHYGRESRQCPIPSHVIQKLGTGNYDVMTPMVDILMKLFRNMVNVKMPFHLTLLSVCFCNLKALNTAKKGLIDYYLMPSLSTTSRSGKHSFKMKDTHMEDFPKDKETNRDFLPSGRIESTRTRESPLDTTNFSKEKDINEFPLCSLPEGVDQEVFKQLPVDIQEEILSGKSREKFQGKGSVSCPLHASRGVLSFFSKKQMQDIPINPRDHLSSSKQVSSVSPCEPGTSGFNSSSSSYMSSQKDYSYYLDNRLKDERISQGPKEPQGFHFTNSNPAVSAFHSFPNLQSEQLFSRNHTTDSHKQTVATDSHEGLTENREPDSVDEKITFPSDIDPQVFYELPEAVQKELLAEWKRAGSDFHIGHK
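Pol iota at 10 nM preincubated 15 min with compounds at room temperature; reaction started with fluorescent substrate, 50 nM final. Fluorescence read kinetically at 0 and 10 min; buffer-only wells as negative control.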
APE1 inh – qHTS Assay for Inhibitors of the Human Apurinic/apyrimidinic Endonuclease 1 (APE1); DNA repair nuclease/redox regulator APEX1 (Homo sapiens), P27695; recombinant APE1, TAMRA/BHQ-2 abasic DNA cleavage fluorescence; Potency, µM (doses to about 65.8 µM), for the others: at the top dose activity change, negative = inhibition, most hits filed as inhibitors; hit rate 0.35% among 350,000;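 note: plate controls were vehicle for no effect and reference inhibitor for full effect; nearly all actives have a fitted effect of over 55% in size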
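0.75 nM APE1 + cpd, 15 min RT; start w/ 50 nM TAMRA/BHQ-2 THF-abasic dsDNA; kinetic fluor 525/598 nm ×3 reads @60 s; Δ(read3−read1); normalized to DMSO and NSC13755 control wells.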
* hit, by the source's call; ? = inconclusive; / = no result given; & = joins results of further samples; [ ] = dose if it differs, or a comment. Calls come from the whole dose curve; as a rule, active = well fitted curve in the direction sought with a large enough effect; inconclusive = small, poorly fitted or top-dose-only effect, or another doubt; inactive = no such curve, though single readings can be large; an effect the other way counts as inactive or inconclusive. Potency is the fitted concentration of half-maximal effect.

Short keys – A = POLK inh; B = Pol eta inh; C = Pol beta inh; D = G9a block; E = BAZ2B inh; F = Anesthetic bind; G = BLM inh; H = Pol iota inh; I = APE1 inh
Cc1ccccc1OCC(=O)N1CCN(C(=O)COc2ccccc2C)CC1
  A: 10.8%; B: -6.5%; C: -7.7%; D: ?; E: -7.3%; F: -1.8%; G: -4.0%; H: 39.2%[activator]; I: 16.2%

CCCN1C(=O)/C(=C/c2c(N3CCNC(=O)C3CC(=O)OCC)nc3c(C)cccn3c2=O)SC1=S (stereo unspecified)
  A: ?; B: ?; C: 10.0%; D: ?; E: ?; F: 3.3%; G: 2.1%; H: ?; I: 1.9%

C[C@H](NC(=O)c1ccccc1)C(=O)OCC(=O)c1c[nH]c2ccccc12
  A: 8.2%; B: -8.2%; C: /; D: -6.8%[59 µM]; E: 3.4%; F: /; G: /; H: -14.7%; I: 12.3%

COc1ccc(CNC(=O)C2COc3ccccc3O2)c(OC)c1 (stereo unspecified)
  A: -11.1%; B: -0.7%; C: 0.4%; D: -35.8%; E: -34.7%; F: -17.8%; G: -2.6%; H: -15.0%; I: -5.6%

Cn1c(SCc2nc3ccccc3[nH]2)nnc1-c1cccs1
  A: -7.4%; B: -14.7%; C: 29.9%; D: -28.6%; E: -30.4%; F: ?; G: -0.1%; H: -10.0%; I: 0.1%

CCOc1ccc(NC(=O)c2ccc(N)cc2)cc1
  A: 5.8%; B: -6.8%; C: 0.8%; D: 24.4%[59 µM]; E: 10.8%; F: 0.1%; G: 3.2%; H: -11.9%; I: -2.9%

Cc1c(C(=O)O)cccc1-c1ccc(/C=N/Nc2ccc(Br)cc2)o1
  A: -34.5%; B: 22.4µM*; C: ?; D: 10µM*; E: 50.1µM*; F: -10.5%; G: -3.3%; H: ?; I: -2.3%

O=C(COc1ccccc1[N+](=O)[O-])NCc1cccnc1
  A: -29.2%; B: -3.8%; C: 21.3%; D: 21.4%[59 µM]; E: 1.7%; F: -8.0%; G: 1.2%; H: 12.4%; I: -4.7%

CCC1Oc2ccccc2N(CC(=O)NC2CC2)C1=O (stereo unspecified)
  A: -2.6%; B: -7.6%; C: 24.4%; D: -2.9%; E: -12.2%; F: 3.7%; G: -0.7%; H: 8.6%; I: 48.3%

O=C(O)c1ccc(/C=N/NC(=O)c2cc3c(ccc4ccccc43)o2)cc1
  A: -33.5%; B: ?; C: 39.8µM*; D: ?; E: 70.8µM*; F: 1.1%; G: -24.7%; H: ?; I: ?

CCCc1ccc(OCc2nc(-c3ccc(NC(=O)c4cccs4)cc3)no2)cc1
  A: -2.1%; B: ?; C: ?; D: -9.3%[59 µM]; E: 7.0%; F: 7.6%; G: -5.8%; H: 8.0%; I: 17.3%

Cc1c(NS(=O)(=O)c2ccc3nc(COc4ccccc4Cl)[nH]c3c2)c(=O)n(-c2ccccc2)n1C
  A: -0.3%; B: -10.2%; C: 3.7%; D: -2.2%; E: /; F: ?; G: 3.8%; H: 11.4%; I: 26.0%

COc1ccc(NC(=O)c2oc3ccc(S(=O)(=O)N4CCOCC4)cc3c2C)cc1
  A: -19.8%; B: -9.6%&-14.6%; C: 18.0%&30.7%; D: -0.7%; E: 8.8%&43.5%; F: -12.2%&34.0%; G: -1.8%&-4.8%; H: 12.6%&7.8%; I: 1.7%

CC(C)CC(=O)Nc1ccc(C(=O)NNC(=O)C(c2ccccc2)c2ccccc2)cc1
  A: 13.1%; B: -4.6%; C: 27.7%; D: 13.7%[12.7 µM]; E: 5.3%; F: -17.7%; G: -2.6%; H: 12.6%; I: 13.1%

O=C(NCCc1ccccc1)c1nn(-c2ccc(F)cc2)nc1CO
  A: 8.2%; B: -6.0%; C: 19.7%; D: 15.4%[59 µM]; E: 2.8%; F: 42.2%[activator]; G: 2.2%; H: 3.0%; I: /

COc1ccc(OCc2nc(C#N)c(NCc3ccccc3Cl)o2)cc1
  A: 1.1%; B: -18.4%; C: -0.3%; D: -46.5%[59 µM]; E: ?; F: 100.8%[activator]; G: -8.8%; H: 10.7%; I: /

Cc1c(Cl)cnc(NC(=O)CSc2n[nH]c(N)n2)c1Cl
  A: -18.9%; B: ?; C: /; D: -2.6%[12.7 µM]; E: -23.1%; F: /; G: /; H: -6.5%; I: 43.6%

O=C(NC1CCCCCC1)c1ccc(N2CCCC2=O)cc1
  A: -9.3%; B: 0.8%; C: 16.8%; D: 23.1%; E: 13.8%; F: -5.8%; G: 0.2%; H: -4.6%; I: 2.0%

CCOC(=O)C1CCCN(C(=O)C2CC(=O)N(c3ccc(C)cc3)C2)C1 (stereo unspecified)
  A: 6.7%; B: -2.1%; C: 27.2%; D: -25.3%[59 µM]; E: -2.0%; F: 1.7%; G: -0.9%; H: 16.2%; I: 1.5%

COc1ccc(/C=C/C(=O)OC(C)CN2CCCCC2)cc1 (stereo unspecified)
  A: -4.7%; B: -17.1%; C: 0.9%; D: 20µM*; E: -27.4%; F: -9.0%; G: -7.8%; H: 11.1%; I: 36.8%

COc1cc([N+](=O)[O-])cc(/C=N/NC(=O)c2cc(C)nc3ccccc23)c1O
  A: -10.0%; B: -10.9%; C: -6.2%; D: -6.1%; E: 20µM*; F: -14.2%; G: -4.8%; H: ?; I: -5.0%

Nc1nnc(SCC(=O)OCC(=O)Nc2ccc(Br)cc2)s1
  A: -0.8%; B: -15.6%; C: 1.4%[57.1 µM]; D: 17.0%; E: 0.6%; F: 5.1%; G: 2.8%; H: -5.3%; I: -5.1%

Cc1ccc(NC(=O)c2ccccc2)cc1C
  A: -9.1%; B: -6.2%; C: /; D: -13.1%[2.33 µM]; E: 8.2%; F: /; G: /; H: -0.3%; I: 5.0%

COc1ccc(Cl)cc1NC(=O)c1cnccn1
  A: -5.7%; B: -21.3%; C: 9.5%; D: 1.7%; E: -0.9%; F: -4.8%; G: 0.1%; H: 14.5%; I: -11.5%

CCc1nc(SCC(=O)NNC(=O)c2ccc(C)cc2)c2ccccc2n1
  A: 1.0%; B: -6.8%; C: -7.6%; D: 23.3%; E: 0.0%; F: -3.5%; G: -5.5%; H: 115.7%[activator]; I: 30.7%

Cc1nc(CSc2nnc(Nc3cccc(C)c3C)s2)cs1
  A: 7.2%; B: -14.0%; C: -16.3%; D: -4.9%[59 µM]; E: -1.7%; F: -23.6%; G: -1.2%; H: 12.2%; I: -3.2%

COc1cccc(/C=C/C(=C2/C(=O)N(c3ccccc3)N=C2C)c2ccc(C)cc2)c1OC
  A: -15.7%; B: 0.9%; C: -26.8%; D: 1.12µM*; E: ?; F: -1.8%; G: -1.7%; H: 34.8%[activator]; I: 2.3%

CC(=O)N1CCSc2ccc(S(=O)(=O)Nc3cccc(C)c3)cc21
  A: -4.3%; B: -8.6%; C: ?; D: 25.3%; E: -16.6%; F: -6.7%; G: -5.2%; H: 4.3%; I: 23.6%

C[C@@H]1COC(=O)[C@@H](Cc2ccc(F)cc2)C/C=C\C[C@@H](CC(=O)N(CCO)Cc2ccccc2)C(=O)N1
  A: -3.6%; B: -5.4%; C: /; D: /; E: /; F: /; G: /; H: 4.7%; I: 10.1%

O=C(CSc1nc(-c2cccs2)cc(C(F)(F)F)n1)NCc1ccco1
  A: -9.2%; B: -14.5%; C: -5.6%; D: -18.1%[59 µM]; E: ?; F: ?; G: 0.2%; H: -0.8%; I: -0.7%

COc1cc(C(=O)NC(C)c2ccc3ccccc3c2)cc(Cl)c1O (stereo unspecified)
  A: -2.2%; B: -7.2%; C: -1.2%; D: ?; E: -22.6%; F: -2.1%; G: -8.5%; H: -20.9%; I: 31.0%

CCOc1ccc(NC(=O)C/C(C)=N/NC(=O)c2cnccn2)cc1
  A: 3.0%; B: 9.5%; C: -0.1%; D: 5.9%[0.501 µM]; E: ?; F: -5.9%; G: 0.2%; H: -10.8%; I: -4.1%

Cc1ccccc1C(=O)Oc1ccc(Br)cc1C(=S)N1CCCC1
  A: -2.0%; B: -13.2%; C: 7.5%; D: 44.7µM*; E: -0.6%; F: -12.3%; G: -8.5%; H: 0.6%; I: -2.3%

COc1cccc(NC(=O)C(=O)N/N=C(\C)CC(=O)Nc2ccc(NC(C)=O)cc2)c1
  A: -8.7%; B: -17.2%; C: 13.4%; D: 70.8µM*; E: -15.5%; F: -14.9%; G: -2.5%; H: 10.2%; I: 41.2%

Cc1ccc(NC(=O)CSc2nnc(-c3ccccn3)n2N)c(Br)c1
  A: 0.6%; B: -7.3%; C: -3.6%; D: 1.0%; E: 12.6µM*; F: -15.9%; G: -1.6%; H: 12.2%; I: -3.6%

COc1ccc(C(=O)NCCCN2CCOCC2)cc1Br
  A: -11.4%; B: 1.3%; C: 32.4%; D: /; E: -2.7%; F: -6.5%; G: 2.5%; H: 31.0%[activator]; I: 5.9%

Oc1ccc2c(c1)OCC1c3cc4c(cc3OC21)OCO4 (stereo unspecified)
  A: -8.0%[60.1 µM]; B: /; C: /; D: -22.8%[2.33 µM]; E: /; F: -14.6%; G: -9.7%; H: /; I: -7.2%

Cc1ccc(-c2c(C#N)c(N)nc3c2CCCC3)o1
  A: -9.9%; B: -0.9%; C: 1.8%; D: 7.94µM*; E: ?; F: 38.8%[activator]; G: 6.6%; H: -12.1%; I: -2.3%

Three compounds from above, showing only POLK inh and BLM inh.
mol	POLK inh	BLM inh
Cc1ccc(NC(=O)CSc2nnc(-c3ccccn3)n2N)c(Br)c1	0.6%	-1.6%
COc1ccc(C(=O)NCCCN2CCOCC2)cc1Br	-11.4%	2.5%
COc1cc(C(=O)NC(C)c2ccc3ccccc3c2)cc(Cl)c1O (stereo unspecified)	-2.2%	-8.5%

Not all compounds are listed, so the mix of outcomes need not match the whole.
